Compound activity (PubChem BioAssay)
Runt-SMMHC FRET: blocks binding of human RUNX1 Runt domain to CBFb-SMMHC; Cerulean-Runt/Venus-CBFb-SMMHC FRET ratio 530/480, 1 h; actives 0.74% (n = 220,000); inhibition, % at 20 µM;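 active means mean inhibition across duplicate retests at 20 µM reaching about 50%, limit read from the data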;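 further: 0% = DMSO wells and 100% = wells with excess untagged CBFb-SMMHC; inhibitors lower the FRET ratio by blocking Runt binding to CBFb-SMMHC; some results filed as inactive read as strong as hits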
Target sequence (Q01196 whole entry, looked up, the tested form may be a part): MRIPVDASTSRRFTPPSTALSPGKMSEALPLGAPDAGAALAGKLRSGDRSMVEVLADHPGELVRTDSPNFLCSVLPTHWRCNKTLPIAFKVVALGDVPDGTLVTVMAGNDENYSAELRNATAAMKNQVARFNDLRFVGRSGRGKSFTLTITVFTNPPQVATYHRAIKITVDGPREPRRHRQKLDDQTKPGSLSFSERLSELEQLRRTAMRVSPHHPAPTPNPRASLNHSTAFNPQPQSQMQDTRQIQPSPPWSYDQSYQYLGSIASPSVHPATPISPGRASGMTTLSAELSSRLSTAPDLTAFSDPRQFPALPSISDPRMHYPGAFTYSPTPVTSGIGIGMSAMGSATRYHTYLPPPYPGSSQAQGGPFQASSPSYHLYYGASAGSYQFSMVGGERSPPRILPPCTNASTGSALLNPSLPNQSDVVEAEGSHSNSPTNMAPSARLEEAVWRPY
Target sequence (Q13951 whole entry, looked up, the tested form may be a part): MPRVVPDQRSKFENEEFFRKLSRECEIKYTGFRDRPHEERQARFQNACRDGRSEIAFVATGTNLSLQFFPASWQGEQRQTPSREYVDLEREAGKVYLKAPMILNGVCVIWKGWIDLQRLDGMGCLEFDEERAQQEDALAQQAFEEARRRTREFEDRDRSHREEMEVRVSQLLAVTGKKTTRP
Runt-CBFb FRET: inhibitors of human RUNX1 Runt domain binding to CBFb | Cerulean-Runt/Venus-CBFb FRET ratio 530/480, 1 h | inhibition, % at 20 µM | actives 0.46% (n = 220,000) | AID 1496;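 active means inhibition over about 50% at 20 µM in the single-dose screen, limit read from the data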;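 further: 0% = DMSO wells and 100% = excess unlabeled CBFb competitor control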
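Reagent – Venus-CBFb binding partner, 100 nM · Assay system – Cerulean-tagged RUNX1 Runt domain (FRET donor) fusion protein · Input – 100 nM per protein · Incubation – two 1 h room-temperature incubations shielded from light · Measured by – FRET fluorescence · Medium – Tris buffer pH 7.5 with salts and BSA · Benchmarks – unlabeled CBFb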
zVAD death inh: L929 zVAD cell death inhibition; L929 zVAD necroptosis rescue, ATP luminescence, 24 h; with zVAD 60 µM; viability rescue, % at 10 µM; actives 0.38% (n = 220,000);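 active means activation, scaled between plate controls, above about 75%, limit read from the data; inactive means activation under that limit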;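 further: 0% = zVAD with DMSO and 100% = DMSO alone without zVAD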
NCF1 inh: blocks human p47phox regulatory protein of NADPH oxidases | P14598 | p47phox/p22phox peptide binding, fluorescence polarization, 2 h | inhibition, % at 24.7 µM | actives 0.53% (n = 220,000);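 active means inhibition above about 30%, limit read from the data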;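 further: 0% = p47phox with labelled peptide and 100% = labelled peptide alone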
Target sequence (P14598 whole entry, looked up): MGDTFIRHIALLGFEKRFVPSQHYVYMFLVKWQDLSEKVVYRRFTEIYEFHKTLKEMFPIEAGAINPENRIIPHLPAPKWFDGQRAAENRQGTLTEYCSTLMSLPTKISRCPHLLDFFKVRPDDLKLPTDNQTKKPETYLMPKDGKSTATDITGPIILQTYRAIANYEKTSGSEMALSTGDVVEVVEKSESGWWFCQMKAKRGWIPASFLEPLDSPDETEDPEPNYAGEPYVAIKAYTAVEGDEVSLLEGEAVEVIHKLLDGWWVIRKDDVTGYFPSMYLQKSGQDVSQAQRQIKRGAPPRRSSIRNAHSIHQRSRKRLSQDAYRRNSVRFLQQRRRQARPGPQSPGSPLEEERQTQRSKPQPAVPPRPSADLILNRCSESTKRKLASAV
MDM2 E3 inh: blocks human Mdm2 ubiquitin ligase activity; Q00987; cell-based MDM2 ubiquitination luciferase reporter, 2 h; 0 = plate control, 100 = twice control, blank-subtracted; signal enhancement, % at 5 µM; actives 0.11% (n = 210,000);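 active means signal enhancement of 30% or more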;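 further: luminescence tracks abundance of the self-degrading MDM2-luciferase fusion protein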
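Assay system: mammalian cells stably expressing self-ubiquitinating, self-degrading MDM2 E3–luciferase fusion. Quantity: 2000 cells in each well. Medium: DMEM culture medium. Compound dosing: single-point 5 µM. Timing: cell settling 4 h, compound treatment 2 h, both 37 °C. Technique: luciferase luminescence. Read-out basis: percent signal gain over controls, blank-subtracted. Benchmarks: plate controls and plate blanks.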
14-3-3 Bad PPI: disrupts binding of bovine 14-3-3 zeta to phospho-Bad peptide; TR-FRET 14-3-3zeta/Dy647-pBad peptide displacement, 1 h; actives 0.71% (n = 220,000); inhibition, % at 21.7 µM; AID 781; P63103;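 active means inhibition above about 70%, limit read from the data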;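 further: 0% = full 14-3-3 plus peptide FRET controls and 100% = background without 14-3-3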
Hck Nef HTS: inhibitors of human Hck kinase activated by Nef; P08631; Recombinant Hck-YEEI plus Nef, Z-Lyte FRET kinase assay; inhibition, % at 20 µM; actives 0.68% (n = 220,000); AID 463187;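 active means Hck-Nef kinase inhibition above about 50%, limit read from the data; inactive means inhibition below that limit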;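 further: 0% = DMSO with Hck plus Nef and 100% = Hck alone without Nef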
Tb hexokinase: T. brucei hexokinase 1 inhibition | recombinant TbHK1, G6PDH-coupled NADH A340 | inhibition, % at 10 µM | actives 0.11% (n = 220,000);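 active means inhibition of 50% or more in the single-dose primary screen; inactive means inhibition below 50%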
EBV gp42 inh: inhibitors of Epstein-Barr virus glycoprotein 42. Q1HVG2. Fluorescence polarization binding assay, mP read-out. inhibition, % (tested at 21.74 µM). actives 0.42% (n = 220,000). AID 1085; in the data active means inhibition above about 50%
Starred values were filed as active, the others as inactive; / = no result given; [ ] = another dose, or the depositor's remark.

Sequence of screens – Runt-SMMHC FRET	Runt-CBFb FRET	zVAD death inh	NCF1 inh	MDM2 E3 inh	14-3-3 Bad PPI	Hck Nef HTS	Tb hexokinase	EBV gp42 inh
Nc1nonc1/C(=N/O)N1CCCC1
    -2	3	0.2	3	-16	-12[fluorescence artefact?]	2	0	-9
C/C=C/c1ccc(OCCCCNCc2ccco2)c(OC)c1
    -2	0	-0.3	-7	-31	11	19	13	-20
Cc1[nH]c2c(C(=O)N3CCCC(CCC(=O)NCc4ccccc4F)C3)cccc2c1C (centres undefined)
    -6	-3	-0.9	-4	-16	5	15	1	3
COc1ccc(CCNC(=O)/C=C/c2ccc(C)cc2)cc1OC
    7	1	0.6	-2	2	3	2	2	-9
O=C(CCN1C(=O)C2C3C=CC(C3)C2C1=O)NCC1CCCO1 (centres undefined)
    8	-2	1.8	-14	-12	-6	0	-4	-17
COCCNC(=O)COc1ccc(C)cc1C
    -1	1	0.4	-16	-18	12	1	-1	-8
COc1ccc(-c2coc3cc(OC(=O)N4CCOCC4)ccc3c2=O)cc1
    2	3	0.6	-5	/	-1	22	-3	3
CCc1cccc2c1NC1(CCCC1)CC2C (centres undefined)
    -1	1	0.1	1	/	-1	16	4	-14
O=C(COC(=O)c1cccc(S(=O)(=O)NCc2ccccc2)c1)NCC1CCCO1 (centres undefined)
    -2	0	1.6	-7	-4	-23	19	2	-3
Cc1ccc(-c2nc(N)sc2C)cc1
    2	3	-0.1	-3	-11	-1	-2	6	-1
O=C(Nc1ccccc1C(F)(F)F)c1ccc(F)c(S(=O)(=O)N2CCOCC2)c1
    -2	-1	0.2	0	-5	4	2	0	5
Cc1cc(C)c(S(=O)(=O)Nn2cnnc2)c(C)c1
    3	-1	3.8	-1	12	6	21	3	-8
Fc1ccccc1-n1[nH]nnc1=S
    -6	13	-0.1	-9	3	0	5	-8	-15
COc1ccc2ccccc2c1CNC(=O)CC1C(=O)NCCN1CC(C)C (centres undefined)
    -2	1	0.8	/	-12	3	-2	-15	-5
COc1ccc(N2C(=O)C3CCCN3C2c2ccccc2)cc1Cl (centres undefined)
    1	1	-0.2	2	-17	-1	-1	-2	-4
N=c1ccn2c(n1)OC1C(O)C(CO)OC12 (centres undefined)
    0	1	0.4	-11	-12	-2	16	-5	-16
CCCCn1c(=O)nc2n(-c3ccccc3C)c3ccccc3cc-2c1=O
    82*	4	0.4	-9	0	13[fluorescence artefact?]	33	8	1
Cc1cc([N+](=O)[O-])nn1CC(=O)Nc1ccccn1
    1	/	0.4	3	-43	3	-10	6	6
Fc1cccc(Nc2nc(Cl)nc(Cl)n2)c1
    2	1	2.4	-9	-5	10	17	-3	-7
CCc1nnc(NC(=O)Cn2nc(-c3ccccc3OC)ccc2=O)s1
    -3	-2	-0.1	-2	-7	8	0	1	5
CC1=C(C)C(=O)C(N2CCOCC2)=CC1=O
    4	4	2.4	-6	-9	-12	2	-9	-4
CCCCN(C)C1CCN(C(=S)Nc2cccc(SC)c2)CC1
    0	1	-0.5	-9	-14	3	-13	-4	-20
CCOC(=O)N1CCC(NC(=O)c2ccc3c(c2)N(Cc2ccc(C)cc2)CCS3)CC1
    2	-2	0.1	-5	-3	-7	26	14	5
CCOC(=O)CNC(=O)C1CCCN(c2ncccn2)C1 (centres undefined)
    -1	0	-0.1	-6	-19	0	-1	-3	1
N#Cc1nc(-c2ccc(Cl)cc2)oc1N1CCCCC1
    -10	-3	0.0	5	0	/	1	-16	2
Cn1c(=O)c(-[n+]2ccccc2)c([O-])c2ccccc21
    14	17	0.1	-12	-70	-5	-1	-9	-19
COCCn1c(SCC(=O)N(C(C)C)C(C)C)nnc1-c1cc2ccccc2cc1O
    0	1	-1.2	4	5	-14	1	-7	-6
O=[N+]([O-])/C=C/c1cn(Cc2ccc(Cl)cc2)c2ccccc12
    0	-1	-0.5	-113	-9	-12[fluorescence artefact?]	2	32	21
CC(CC(=O)NC(C)c1ccc2c(c1)OCCO2)c1ccccc1 (centres undefined)
    0	-1	0.0	-11	3	-4	4	-2	-13
O=C1CCC2(C(=O)O)Sc3ccccc3N12 (centres undefined)
    -2	2	-0.3	-8	-5	49[fluorescence artefact?]	-4	-6	-8

Molecules shown so far containing an NH in an aromatic ring, in the order listed:
Sequence of screens – Runt-SMMHC FRET	Runt-CBFb FRET	zVAD death inh	NCF1 inh	MDM2 E3 inh	14-3-3 Bad PPI	Hck Nef HTS	Tb hexokinase	EBV gp42 inh
Cc1[nH]c2c(C(=O)N3CCCC(CCC(=O)NCc4ccccc4F)C3)cccc2c1C (centres undefined)
    -6	-3	-0.9	-4	-16	5	15	1	3
Fc1ccccc1-n1[nH]nnc1=S
    -6	13	-0.1	-9	3	0	5	-8	-15

(list continues)
Sequence of screens – Runt-SMMHC FRET	Runt-CBFb FRET	zVAD death inh	NCF1 inh	MDM2 E3 inh	14-3-3 Bad PPI	Hck Nef HTS	Tb hexokinase	EBV gp42 inh
CCC1CSC(Nc2ccc(C(=O)/C=C/c3ccc(Br)cc3)cc2)=N1 (centres undefined)
    -6	-4	0.6	-40	-17	1	-3	-1	-17
Cc1ccc(S(=O)(=O)N(CC(O)CN2C(=O)NC(C)(C)C2=O)c2ccccc2)cc1 (centres undefined)
    4	/	-0.2	-5	-2	-3	0	2	-9
O=S(=O)(c1ccccc1)n1c(C(O)c2ccccn2)cc2ccccc21 (centres undefined)
    2	0	-0.4	-2	-1	-26	3	23	-2
Cc1cccc(S(=O)(=O)C(C#N)c2nc3ccccc3nc2N2CC(C)OC(C)C2)c1 (centres undefined)
    27	-15	-0.1	-11	-4	73*	3	0	-14
Fc1ccccc1NC(=S)N1CCN(C/C=C/c2ccccc2)CC1
    -3	-2	0.3	0	6	-17	7	1	2
Cc1ccc(OCC(=O)N/N=C/c2cccn2C)cc1
    2	2	0.6	1	-3	70*	1	-17	-5
O=C(N/N=C/c1ccc([N+](=O)[O-])o1)c1ccncc1
    1	0	-0.8	-8	6	-4	4	-12	-6
CCc1nnc(NC(=O)C2CC(=O)N(c3ccc4c(c3)OCCO4)C2)s1 (centres undefined)
    3	0	1.9	-5	-10	11	2	-3	-11
O=C(COC(=O)c1ccccc1)Nc1ccc(Cl)cn1
    -2	0	1.4	-13	-15	18	-7	-1	-12
Cc1ccc(NC(=O)c2ccc(NCC3CCCO3)c([N+](=O)[O-])c2)cc1Cl (centres undefined)
    -39	/	0.3	-21	6	5	2	-14	-52
Fc1ccc(NC(=S)N2CCCC2)cc1Cl
    0	-1	0.3	-3	13	-19	4	-3	-11
OCCC1CN(CC#Cc2ccccc2)CCN1C1CCCC1 (centres undefined)
    3	2	-1.1	-10	10	3	23	2	-9
CCN(CC)S(=O)(=O)c1ccc(N2CCOCC2)c(NC(=O)Cc2ccccc2F)c1
    -3	-4	-0.7	4	2	0	6	35	-20
COc1cc(S(=O)(=O)NCC2CCCO2)ccc1Br (centres undefined)
    2	2	0.5	-9	-10	-6	-2	-2	-29
Cc1ccc(NS(=O)(=O)c2cccs2)cc1S(=O)(=O)N1CCCCCC1
    0	0	1.6	-7	-9	2	28	0	-6
CSc1nc2nc3c(c(=O)n2[nH]1)CN(Cc1ccccc1)CC3
    4	0	0.1	-8	0	-10	3	39	-23
O=c1c2c3c(sc2nc2n1CCC2)CCCC3
    -1	2	-0.1	-16	/	1	30	-1	-20
O=C(Nc1ccc(CN2CCOCC2)cc1)c1ccc(N2CCCC2)c([N+](=O)[O-])c1
    -1	0	0.0	-7	-10	-10	1	-9	-7
CCOc1ccccc1NC(=O)CSc1nnc2ccc(-c3cccnc3)nn12
    2	0	-0.2	1	-8	-2	22	0	-8
CCO[C@@H]1OC(C(=O)NCc2nc3ccccc3[nH]2)=C[C@H](c2csc3ccccc23)[C@H]1CCCO
    -6	0	0.9	-20	/	-6	-6	-10	-16
CCOC(=O)C1(CC2CC2)CCN(Cc2cn(C)c3ccccc23)CC1
    0	1	0.0	-4	-8	-13	25	6	-5
Cc1ccc(N2C(=O)c3ccccc3C2=O)cc1
    -1	0	-0.1	-3	-2	1	3	-5	-12
CCOc1ccccc1N1CCN(Cc2ccco2)CC1
    0	1	-0.7	1	-12	8	1	-5	-2
CCOC(=O)c1c(CSc2cccs2)n(C)c2cc(Br)c(O)c(CN(C)C)c12
    5	6	-0.7	-3	-19	-1	-35	-13	-17
CN(C)c1c(N)c(=O)oc2ccccc12
    -4	0	-1.6	8	-1	-3	14	-15	-11
COc1cccc(N(C(=O)Cn2nnc(-c3cccs3)n2)C(C(=O)NC(C)C)c2ccc(C)o2)c1 (centres undefined)
    -5	/	-0.1	-19	-9	5[fluorescence artefact?]	0	-5	-12
Cc1ccc2cc(CN(Cc3ccco3)S(=O)(=O)c3c(C)ccc4nsnc34)c(=O)[nH]c2c1
    7	6	2.3	-29	-22	-1[fluorescence artefact?]	-1	-8	-16
CC(=O)Nc1ccc(OCCC[n+]2cccc(C(=O)[O-])c2)cc1
    0	-1	-1.4	/	-5	-5	12	8	-5
c1ccc2sc(N3CCCN(Cc4nc(-c5cnccn5)no4)CC3)nc2c1
    2	-1	-0.6	8	1	-5	-6	-8	-2
COc1ccccc1NCCC#N
    -1	0	1.3	-14	-12	3[fluorescence artefact?]	-19	3	-21

Compound profiles (already shown):
OCCC1CN(CC#Cc2ccccc2)CCN1C1CCCC1 (centres undefined) across the screens: Runt-SMMHC FRET = 3; Runt-CBFb FRET = 2; zVAD death inh = -1.1; NCF1 inh = -10; MDM2 E3 inh = 10; 14-3-3 Bad PPI = 3; Hck Nef HTS = 23; Tb hexokinase = 2; EBV gp42 inh = -9
Fc1ccccc1NC(=S)N1CCN(C/C=C/c2ccccc2)CC1 across the screens: Runt-SMMHC FRET = -3; Runt-CBFb FRET = -2; zVAD death inh = 0.3; NCF1 inh = 0; MDM2 E3 inh = 6; 14-3-3 Bad PPI = -17; Hck Nef HTS = 7; Tb hexokinase = 1; EBV gp42 inh = 2

Other structures follow.
Sequence of screens – Runt-SMMHC FRET	Runt-CBFb FRET	zVAD death inh	NCF1 inh	MDM2 E3 inh	14-3-3 Bad PPI	Hck Nef HTS	Tb hexokinase	EBV gp42 inh
CN(C)C(=O)N1CCC(C(=O)N2CCCC(C(=O)c3ccc(C(C)(C)C)cc3)C2)CC1 (centres undefined)
    -2	-4	-0.2	3	-11	-11	4	-11	-1
CCOc1ccc(C(=O)C(C)=O)c(OCC)c1
    -2	2	-0.1	4	5	-2	22	-10	-12
Fc1ccc(CNCc2cccc(Br)c2)cc1
    2	-3	0.1	-9	9	-7[fluorescence artefact?]	2	3	-20
CCC(C)c1ccccc1NC(=O)c1cccnc1 (centres undefined)
    -3	0	0.2	-2	-6	-6	6	-2	-7
Cc1ccc(NC(=S)N2CCC(O)CC2)c(C)c1
    -3	-1	-0.3	-2	-3	-5	-14	1	-9
COC(=O)c1c(NC(=O)/C=C/c2ccc3c(c2)OCO3)sc(C)c1C
    -88	-6	-0.6	-6	-86	18	1	-1	-3
CC1=CC(C)(C)NC(=S)N1c1ccc(C)cc1
    6	1	-0.5	-3	/	6	14	7	-22
Cc1onc(-c2ccccc2Cl)c1C(=O)NCc1nc(-c2ccccc2)no1
    2	2	0.6	-3	-9	4[fluorescence artefact?]	1	5	-1
COc1ccc(/C(C)=C2\SC(=S)N(CCC(=O)O)C2=O)cc1
    -2	-2	1.9	0	-14	-13	1	-14	-6
CC1CCN(C(=O)Cc2nn(C)c(=O)c3ccccc23)CC1
    1	0	0.3	-6	-11	2	0	-3	0
